Source: PubChem BioAssay (Broad Institute)
CAL PDZ FP-1 = CAL PDZ (human) peptide binding inhibition; Q9HD26; purified CAL PDZ, TMR-peptide fluorescence polarization, 1 h; inhibition, % at 24.9 µM; 0.92% of 300,000 active; AID 602252;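 active = mean inhibition of at least 30% with at least half of replicates also reaching 30%; inconclusive = no clear call, values can overlap the other calls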;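 also: 0% = DMSO neutral control and 100% = excess unlabeled competitor peptide PRC23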
PfHsp90 set2 = inhibits growth of yeast expressing Plasmodium falciparum Hsp90; S. cerevisiae expressing PfHsp90, BacTiter-Glo ATP, 48 h; yeast lacking PDR1 and PDR3 efflux regulators; inhibition, % at 9.4 µM; 0.32% of 310,000 active; AID 504621;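 active = every replicate shows inhibition above about 80%, whatever the replicate mean, limit read from the data; inconclusive = mean inhibition reaches the set limit but some replicate falls short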;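 also: 0% = DMSO neutral controls and 100% = 20 µM radicicol positive controls; yeast relying on Plasmodium falciparum Hsp90 in place of its own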
dFosB act = mouse delta FosB homodimer activation; P13346; AID 493131; activation, % at 25 µM; 0.99% of 340,000 active; purified delta FosB, TAMRA-CDK5 oligo fluorescence polarization; percent of positive-control signal above neutral wells;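 active = mean activation above about 17%, with every replicate also reaching it, limit read from the data, passing the limit was not always enough; inconclusive = only one of the two conditions met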;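 also: fluorescence polarization rise as delta FosB binds a TAMRA Cdk5 AP-1 oligo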
PvdQ inh = blocks Pseudomonas aeruginosa PvdQ acylase activity. purified PvdQ acylase, fluorescence plate reader. inhibition, % at 10 µM. 0.063% of 340,000 active. AID 488965; in the data active = inhibition above about 30%, passing the limit was not always enough; inconclusive = no clear call, values can overlap the other calls;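 also: 0% = vehicle neutral wells and 100% = reference inhibitor wells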
SR-BI uptake up = SR-BI HDL lipid transfer activation. AID 504775. activation, % at 12.5 µM. 0.096% of 320,000 active. CHO ldlA[mSR-BI] cells, DiI-HDL uptake fluorescence, 3 h; 100 = double the neutral-control signal;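 active = mean replicate activation of at least 60% and every replicate at or above 60%; inconclusive = mean or all-replicate condition met, but not both; inactive = mean below 60% and not all replicates reaching 60%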;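 also: 0% = median plate neutral-control signal and 100% = twice that signal; values of inactives mirror those of a sister screen read the other way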
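Test system: SR-BI-overexpressing, LDLR-lacking CHO cells; Medium: Ham's F12 with 0.5% BSA, HEPES 25 mM, pH 7.4; Schedule: 3 h, 37 °C; Technique: bottom-read fluorescence, 550/595 nm.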
NSD2 HMT inh = blocks human histone methyltransferase NSD2. O96028. NSD2 peptide methylation, AlphaScreen, 120 min. inhibition, % at 12.5 µM. 0.54% of 310,000 active. AID 743445; in the data active = inhibition above about 50%
Rtt109 Vps75 = blocks Candida albicans Rtt109/Vps75 acetyltransferase activity; inhibition, % at 34.9 µM; 0.16% of 330,000 active; Q5AAJ8; AID 540336; purified Rtt109/Vps75, ThioGlo CoA-SH fluorescence, 4 h;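 active = inhibition of at least 50% in every replicate; inconclusive = best replicate reaches 50% inhibition but some replicates fall short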
Target sequence (Q5AAJ8 whole entry, looked up): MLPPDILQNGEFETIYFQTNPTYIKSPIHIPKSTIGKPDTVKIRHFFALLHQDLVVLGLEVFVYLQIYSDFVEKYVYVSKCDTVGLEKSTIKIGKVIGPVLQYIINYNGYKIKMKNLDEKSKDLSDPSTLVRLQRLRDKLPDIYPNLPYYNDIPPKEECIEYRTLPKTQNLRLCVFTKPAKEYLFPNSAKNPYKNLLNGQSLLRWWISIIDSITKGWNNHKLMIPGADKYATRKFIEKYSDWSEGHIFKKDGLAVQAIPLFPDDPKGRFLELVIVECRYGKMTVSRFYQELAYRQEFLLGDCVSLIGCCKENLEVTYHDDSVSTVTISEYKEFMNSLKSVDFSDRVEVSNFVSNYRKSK
MITF TRPM1 HTS = activators of MITF-driven TRPM1 promoter activity in SK-MEL-5 cells; 0.75% of 300,000 active; SK-MEL-5 TRPM1-promoter luciferase, 24 h; % of positive control, neutral wells = 0; activation, % at 12.5 µM; AID 588334;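 active = mean activation of at least 80% with every replicate also reaching 80%; inconclusive = mean reaches 80% but some replicate falls short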;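 also: 0% = neutral control wells and 100% = parthenolide positive control wells; values of inactives mirror those of a sister screen read the other way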
SR-BI HDL uptake = inhibitors of mouse SR-BI mediated HDL lipid uptake; ldlA[mSR-BI] CHO cells, DiI-HDL uptake fluorescence, 3 h; inhibition, % at 12.5 µM; AID 488896; 0.96% of 320,000 active; Q61009;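 active = mean replicate inhibition of at least 70% and a set share of replicates each scoring 70 or more; inconclusive = meets just one of the two criteria; inactive = fails both criteria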;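 also: 0% = median of neutral control wells and 100% = median of positive control wells; values of inactives mirror those of a sister screen read the other way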
Target sequence (Q61009 whole entry, looked up): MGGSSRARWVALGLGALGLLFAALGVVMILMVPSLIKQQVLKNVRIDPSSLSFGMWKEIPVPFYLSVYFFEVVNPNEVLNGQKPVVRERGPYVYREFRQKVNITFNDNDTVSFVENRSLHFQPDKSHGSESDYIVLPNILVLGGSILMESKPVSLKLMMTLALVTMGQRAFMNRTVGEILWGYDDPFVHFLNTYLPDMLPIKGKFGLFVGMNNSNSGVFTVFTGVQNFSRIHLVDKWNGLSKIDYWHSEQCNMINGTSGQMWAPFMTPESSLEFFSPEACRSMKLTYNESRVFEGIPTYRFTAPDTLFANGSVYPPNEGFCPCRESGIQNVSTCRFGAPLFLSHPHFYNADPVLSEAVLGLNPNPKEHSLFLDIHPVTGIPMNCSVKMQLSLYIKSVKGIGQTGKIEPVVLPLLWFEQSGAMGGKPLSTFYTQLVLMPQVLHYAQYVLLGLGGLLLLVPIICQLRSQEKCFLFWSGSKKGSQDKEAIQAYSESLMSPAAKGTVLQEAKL
CAL PDZ FP-2 = human CAL PDZ-peptide interaction inhibition | Q9HD26 | purified CAL PDZ, TMR-peptide fluorescence polarization, 1 h | inhibition, % at 20 µM | 0.02% of 330,000 active | AID 504414;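 active = highest replicate inhibition of at least 40%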;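 also: plate controls were DMSO neutral control wells for no effect and unlabeled competitor peptide control wells for full effect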
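Material: tagged CAL PDZ protein CerCALP, purified; buffer or medium: sodium phosphate/NaCl buffer pH 7.4 with TCEP, IgG, Thesit; also added: fluorescent TMR peptide probe; schedule: 1 h incubation at room temperature before polarization reading; technique: fluorescence polarization from S- and P-plane intensities, G-factor corrected; control set: unlabelled peptide and DMSO controls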
Numbers without * were called inactive; ? = inconclusive; . = not tested or not shown.

entry	CAL PDZ FP-1	PfHsp90 set2	dFosB act	PvdQ inh	SR-BI uptake up	NSD2 HMT inh	Rtt109 Vps75	MITF TRPM1 HTS	SR-BI HDL uptake	CAL PDZ FP-2	SMILES
1	-3	68	1	-4	-6	3	-14	17	6	-1.9	O=C(CCC1CCCC1)Nc1ccc(OCC(=O)N2CCOCC2)cc1
2	-5	17	0	-8	.	-2	-20	3	.	-2.4	CCN(CC(=O)NCc1ccccn1)S(=O)(=O)c1ccc(OC)cc1
3	-3	-44	0	-7	-16	.	13	-1	16	0.0	CSc1nc2ccc(S(=O)(=O)N3CCOCC3)cc2s1
4	-1	-4	-18	6	-6	2	8	-11	6	-1.2	CCOC(=O)N1CCN(C(=O)C(=O)c2cn(CC(=O)N3CCCCCC3)c3ccccc23)CC1
5	-6	-21	-6	-11	3	-1	-32	4	-3	1.1	Cc1cc(C(F)(F)F)nc(SCc2ccc(C(=O)O)o2)n1
6	-3	.	-7	15	-22	0	3	-2	22	-0.8	Cc1ccc(C(C)C)c(OCCCN2C(=O)NC(C)(C)C2=O)c1
7	-3	-31	-1	1	9	-1	.	9	-9	-2.0	COCCNc1ccnc2c(Cl)cccc12
8	-6	-9	-9	-12	12	-1	-6	6	-12	-0.2	Cc1cc(Cl)ccc1C(=O)C1CCCN(C(=O)c2ccoc2)C1 (configuration not stated)
9	.	22	-2	-6	7	.	-9	.	-7	-0.3	c1ccc(-c2nnc(-c3ccco3)o2)cc1
10	-4	-1	6	6	3	.	6	-3	-3	-1.7	C=CC(=O)N(CCC)C(c1ccccc1)c1ccccc1OC (configuration not stated)
11	.	-23	2	-12	11	12	12	-32	-11	-0.5	CCOC(=O)c1c(-c2ccccc2)oc2cc(CN(C)C)c(O)c(CN(C)C)c12
12	1	0	-26	-2	9	9	-4	-1	-9	-0.5	C/C(CC(=O)Nc1ccc2c(c1)OCCO2)=N\NC(=O)COc1ccc(C)cc1Br
13	-4	17	-12	-10	25	-1	-17	-1	-25	-0.6	CN(CCc1ccccn1)C(=O)CC1C(=O)NCCN1Cc1cccc(F)c1 (configuration not stated)
14	-16	5	2	-4	22	17	11	.	-22	-0.2	Cc1ccc2c(c1)C1CN(C)CCC1N2S(=O)(=O)c1cccc(F)c1 (configuration not stated)
15	-9	-14	1	-5	.	-1	-2	3	.	-1.6	COC(=O)c1ccccc1NC(=S)N(Cc1ccc2c(c1)OCO2)Cc1cc2cc(OC)ccc2[nH]c1=O
16	0	20	-3	-8	-63	0	0	-4	63	0.8	COc1ccc(-c2ccccc2)cc1NC(=O)c1cccs1
17	.	-19	-13	0	-6	-2	-5	-11	6	-4.3	COc1ccc(-c2cc(=O)[nH]c3ccccc23)cc1
18	-2	8	-7	21	1	-9	13	6	-1	-1.1	O=C(Nc1cc(S(=O)(=O)N2CCOCC2)ccc1N1CCOCC1)c1cn2ccccc2n1
19	-8	10	-6	-6	-2	-4	1	4	2	-5.7	CCC(C(=O)NCc1ccc(F)cc1)N(Cc1cccs1)C(=O)c1snc(C(N)=O)c1N (configuration not stated)
20	-2	14	-8	6	-5	-6	-2	4	5	-1.6	CCN(CC)S(=O)(=O)c1ccc(N(C)C)c(NC(=O)C2CCCC2)c1
21	-2	-28	-4	6	14	-3	0	-2	-14	-2.1	COc1ccc(C(=O)Nc2nnc(C3=COCCO3)o2)cc1
22	-1	-3	-3	-5	-40	0	-3	2	40	-1.7	Cc1cc(C(=O)Nc2ccccc2N2CCOCC2)ccc1[N+](=O)[O-]
23	.	1	1	5	-9	-4	2	0	9	-0.3	O=C(CCc1nnc(Cc2cccc(C(F)(F)F)c2)o1)NC1CC1
24	-1	-20	-8	10	5	1	-1	4	-5	-2.4	O=C1CCCN2N=C(SCC(=O)Nc3ccc(OC(F)(F)F)cc3)SC2=N1
25	-3	-5	-8	10	30	-1	13	23	-30	-0.1	O/N=C1/CCCSc2ccccc21
26	-3	.	-9	-9	7	-1	0	-2	-7	-1.8	O=C(Nc1ccccc1C(F)(F)F)c1cc(S(=O)(=O)N2CCC3(CC2)OCCO3)ccc1F
27	-2	5	-31	3	-3	0	2	-5	3	-3.9	COc1cc(NC(=O)Cn2nnc(-c3ccncc3)n2)cc(OC)c1
28	-2	40	0	-11	11	-2	-3	.	-11	-0.8	Cc1ccc(C2=NN(C(=O)CCC(=O)O)C(c3ccc4c(c3)OCO4)C2)cc1 (configuration not stated)
29	0	10	6	2	13	-2	19	1	-13	-2.1	NC(=S)N=Nc1c(O)[nH]c2cc(F)c(F)cc12
30	0	-13	3	7	-65	-2	-2	21	65	0.0	CS(=O)(=O)c1ccc(C(=O)Nc2ccc(-c3nc4ccccc4[nH]3)cc2)cc1
31	-4	2	-5	-9	.	2	5	-5	.	-1.6	CCOC(=O)C1C(=O)CC(C)(O)C(C(=O)OCC)C1c1ccc(N(CC)CC)cc1 (configuration not stated)
32	3	9	-7	6	.	-4	5	-3	.	0.5	COc1ccccc1NC(=O)CNC(=O)Cn1c(C)cc2ccccc2c1=O
33	-15	-23	-4	-19	.	0	7	8	11	-0.8	COc1ccc(Cc2nn3c(Cn4nnc5ccccc54)nnc3s2)cc1
34	-5	4	0	-14	14	-1	-1	-10	-14	-0.8	O=C(O)C1C2CC3OC(=O)C1C3C2 (configuration not stated)
35	1	-2	-10	5	-12	9	13	31	12	-0.7	COc1cc(SC)ccc1C(=O)NCC1CCCO1 (configuration not stated)
36	-6	-12	-10	-6	-15	-7	2	-13	15	-5.4	CCC(NC(=O)c1oc2ccccc2c1COC)c1ccc(OC)cc1 (configuration not stated)
37	-1	-13	-5	-7	2	0	2	5	-2	-0.7	COc1ccc(CC(=O)NCc2ccc(F)cc2)cc1S(=O)(=O)N1CCOCC1
38	-2	-3	1	-6	-11	.	4	41	11	-0.5	CC1(C(=O)NCCN2CCOCC2)C=CCN1C(=O)c1ccccc1 (configuration not stated)
39	0	-86	-2	-7	7	3	-7	-19	-7	0.0	Cc1ccc(N(CCC#N)C(=O)CN2C(=O)NC(Cc3ccccc3)C2=O)cc1 (configuration not stated)
40	2	.	3	-18	0	31	-14	2	0	0.3	CCCCn1c(N)c(N(CCC(C)C)C(=O)Cc2ccc(S(=O)(=O)N3CCOCC3)s2)c(=O)[nH]c1=O
41	-5	31	-6	-12	51	0	-7	9	-51	-1.3	O=C(CCSc1nnc(-c2ccco2)o1)Nc1ccc(Cl)cc1
42	2	?	9	-5	8	1	-5	1	-8	0.4	O=C(COC(=O)c1ccc([N+](=O)[O-])o1)Nc1ccc2c(c1)OCO2
43	-4	-12	7	0	-27	-7	-6	-1	27	-2.8	O=S(=O)(Nc1c(F)cccc1F)c1ccc2c(c1)OCCO2
44	.	-3	-5	8	-10	5	5	-9	10	0.5	COc1ccccc1N1CCN(Cc2cc3c(cc2[N+](=O)[O-])OCO3)CC1
45	.	9	4	2	11	.	1	.	-11	0.5	CC(C)CNC(=O)c1ccccc1Oc1ccccc1
46	1	-15	-1	6	-6	.	-11	10	6	-0.7	CCOc1ccc(-c2ccc(C=O)o2)c([N+](=O)[O-])c1
47	2	-1	-5	-4	10	-2	6	26	-10	.	COc1ccc(C2(CNC(=O)C(=O)Nc3ccc(C)cc3)CCOCC2)cc1
48	-2	-12	-6	21	-3	2	6	3	3	-1.1	Cc1cccc(CSCCNC(=S)Nc2ccccc2)c1
49	-3	29	-3	1	-7	33	25	-2	7	-3.3	CCN1CCCC1CNC(=O)c1cc(OC)c(OC)c(OC)c1 (configuration not stated)
50	.	-55	-8	-18	-8	1	-5	-11	8	-1.3	Cc1ccc(C(C)C)c(OCC(=O)Nn2c(C)nc3ccccc3c2=O)c1
51	.	17	-7	-3	7	-1	3	-2	-7	-0.3	Cc1ccc(S(=O)(=O)CCC(=O)OCC(=O)N(C)CC(=O)Nc2ccc(F)cc2)cc1
52	-1	15	0	-8	1	.	-5	-6	-1	-0.2	CC(C)NC(=O)N(C)C[C@H]1Oc2ccc(NS(=O)(=O)c3ccccc3)cc2C(=O)N([C@H](C)CO)C[C@H]1C
53	-5	-7	-12	-63	21	.	0	12	-21	-0.9	COc1cc(C(c2sc3ncnn3c2O)N2CCN(c3ccccc3F)CC2)cc(OC)c1OC (configuration not stated)
54	3	21	4	6	-38	1	-4	9	38	-0.7	Cc1ccc(NC(=O)c2cc(NC(=O)c3ccco3)ccc2N2CCOCC2)cc1
55	-1	-14	-3	5	4	2	4	.	-4	-0.7	CNc1ncnc(Sc2nc(N)nc3nc[nH]c23)c1[N+](=O)[O-]

Entries from the list above with a furan ring, fused or not, in the order listed:
entry	CAL PDZ FP-1	PfHsp90 set2	dFosB act	PvdQ inh	SR-BI uptake up	NSD2 HMT inh	Rtt109 Vps75	MITF TRPM1 HTS	SR-BI HDL uptake	CAL PDZ FP-2	SMILES
5	-6	-21	-6	-11	3	-1	-32	4	-3	1.1	Cc1cc(C(F)(F)F)nc(SCc2ccc(C(=O)O)o2)n1
8	-6	-9	-9	-12	12	-1	-6	6	-12	-0.2	Cc1cc(Cl)ccc1C(=O)C1CCCN(C(=O)c2ccoc2)C1 (configuration not stated)
9	.	22	-2	-6	7	.	-9	.	-7	-0.3	c1ccc(-c2nnc(-c3ccco3)o2)cc1
11	.	-23	2	-12	11	12	12	-32	-11	-0.5	CCOC(=O)c1c(-c2ccccc2)oc2cc(CN(C)C)c(O)c(CN(C)C)c12
36	-6	-12	-10	-6	-15	-7	2	-13	15	-5.4	CCC(NC(=O)c1oc2ccccc2c1COC)c1ccc(OC)cc1 (configuration not stated)
41	-5	31	-6	-12	51	0	-7	9	-51	-1.3	O=C(CCSc1nnc(-c2ccco2)o1)Nc1ccc(Cl)cc1
42	2	?	9	-5	8	1	-5	1	-8	0.4	O=C(COC(=O)c1ccc([N+](=O)[O-])o1)Nc1ccc2c(c1)OCO2
46	1	-15	-1	6	-6	.	-11	10	6	-0.7	CCOc1ccc(-c2ccc(C=O)o2)c([N+](=O)[O-])c1
54	3	21	4	6	-38	1	-4	9	38	-0.7	Cc1ccc(NC(=O)c2cc(NC(=O)c3ccco3)ccc2N2CCOCC2)cc1
